# RAD54 branch: inhibitors of human RAD54 branch migration, primary screen, biochemical, fluorescence, single point | RAD54 Holliday junction branch migration, FAM/BHQ fluorescence | AID 602329, 2012 | 360,000 compounds, 0.14% hits | inhibition, % at 10.4 µM | DNA repair and recombination protein RAD54-like (Homo sapiens), Q92698;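 active means mean normalized replicate activity at least 40 and at least half of replicates scoring 40 or more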;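 further: 0% = median of neutral control wells and 100% = median of positive control wells; inhibitors cause a drop in the FAM fluorescence signal; in these data hits start at about 50%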
# PglD DTNB: C. jejuni PglD acetyltransferase inhibitors, primary screen, biochemical, DTNB colorimetric, single point | UDP-N-acetylbacillosamine N-acetyltransferase PglD (Campylobacter jejuni) | purified PglD enzyme, DTNB colorimetric CoA detection | inhibition, % at 12.5 µM | 360,000 compounds, 0.098% hits | AID 602405, 2012; in the data active means inhibition above about 16%, passing the limit was not always enough; further: strong numbers were not always called active
# E-selectin induc: E-selectin induction in HUVECs, primary screen, imaging, HUVEC, immunofluorescence imaging, single point. activation, % at 7.58 µM. P16581. 260,000 compounds, 0.37% hits. normalized: neutral wells 0, TNF-alpha wells 100;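 active means mean E-selectin-positive cell signal at least 10% of the positive control, reached in at least 60% of replicates, without over 20% cell loss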;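 further: in these data hits start at about 27%; measured in HUVEC primary endothelial cells; signal is the percent of cells scored E-selectin positive by PE staining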
#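 Test system: HUVEC | Signal: Immunofluorescence imaging | Read-out: Percent E-selectin-positive cells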
# PGC1a acetyl inh: inhibitors of PGC1a acetylation signal, primary screen, cell-based, U2OS, AlphaScreen, inhibitor mode; AlphaScreen anti-acetyl-lysine; with virally co-expressed GCN5 acetyltransferase; inhibition, % at 15.6 µM; 350,000 compounds, 0.17% hits; AID 651687, 2012;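 active means every replicate shows inhibition of at least 40%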;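 further: 0% = neutral control wells and 100% = positive control wells; some results beyond the cut were filed as inactive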
# Cneo AK release: Cryptococcus neoformans cell lysis inducers, primary screen, AK release luminescence, single concentration | AID 651654, 2012 | lysis activity, % at 15 µM | C. neoformans lysis, adenylate kinase release luminescence, 4 h; normalised: neutral wells 0, clomiphene wells 100 | 360,000 compounds, 0.2% hits;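 active means mean lysis activity across replicates of at least 80%, whatever share of replicates individually reach that level; inactive means mean lysis activity below 80%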
#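 read-out = cell lysis signal | test system = log-phase Cryptococcus neoformans yeast cells | input = cells at 5 × 10^6 per mL | medium = fresh YPD growth medium | signal = luminescent adenylate kinase detection reagent | timing = 4 h at 37 °C static, read 1 h later | dosing = single dose | controls = Clomiphene as positive lysis control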
# miR122 inh: miR-122 Renilla sensor signal increase in Huh7, primary screen, miR-122 inhibitor project, cell-based, single point, plate reader. Huh7 miR-122 Renilla luciferase sensor, 48 h; neutral wells = 0, positive control = 100. activation (reporter increase), % at 12.5 µM. 340,000 compounds, 0.3% hits. AID 602342, 2012;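 active means mean replicate activation score at least 90 and every replicate individually at or above 90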;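 further: higher luciferase means less miR-122 activity so hits act as miR-122 inhibitors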
# RAD52 anneal inh: RAD52 DNA annealing inhibitors, primary screen, biochemical, FRET, single point, set 2 | inhibition, % at 18.7 µM | 360,000 compounds, 0.46% hits | recombinant RAD52 DNA annealing, FRET fluorescence;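 active means every replicate showing at least 50% inhibition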
# ERAP1 HTS inh: human ERAP1 aminopeptidase inhibitors, primary screen, biochemical, single point, plate reader | Endoplasmic reticulum aminopeptidase 1 (Homo sapiens), Q9NZ08 | recombinant ERAP1, Leu-AMC fluorescence, 60 min | inhibition, % at 10.7 µM | 340,000 compounds, 0.15% hits;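 active means mean replicate inhibition of at least 30%, or all replicates individually reaching that 30% level; inactive means mean below 30% and not every replicate reaching it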;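 further: 0% = neutral control wells and 100% = L-leucinethiol positive control wells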
# Target sequence (Q9NZ08 whole entry, looked up): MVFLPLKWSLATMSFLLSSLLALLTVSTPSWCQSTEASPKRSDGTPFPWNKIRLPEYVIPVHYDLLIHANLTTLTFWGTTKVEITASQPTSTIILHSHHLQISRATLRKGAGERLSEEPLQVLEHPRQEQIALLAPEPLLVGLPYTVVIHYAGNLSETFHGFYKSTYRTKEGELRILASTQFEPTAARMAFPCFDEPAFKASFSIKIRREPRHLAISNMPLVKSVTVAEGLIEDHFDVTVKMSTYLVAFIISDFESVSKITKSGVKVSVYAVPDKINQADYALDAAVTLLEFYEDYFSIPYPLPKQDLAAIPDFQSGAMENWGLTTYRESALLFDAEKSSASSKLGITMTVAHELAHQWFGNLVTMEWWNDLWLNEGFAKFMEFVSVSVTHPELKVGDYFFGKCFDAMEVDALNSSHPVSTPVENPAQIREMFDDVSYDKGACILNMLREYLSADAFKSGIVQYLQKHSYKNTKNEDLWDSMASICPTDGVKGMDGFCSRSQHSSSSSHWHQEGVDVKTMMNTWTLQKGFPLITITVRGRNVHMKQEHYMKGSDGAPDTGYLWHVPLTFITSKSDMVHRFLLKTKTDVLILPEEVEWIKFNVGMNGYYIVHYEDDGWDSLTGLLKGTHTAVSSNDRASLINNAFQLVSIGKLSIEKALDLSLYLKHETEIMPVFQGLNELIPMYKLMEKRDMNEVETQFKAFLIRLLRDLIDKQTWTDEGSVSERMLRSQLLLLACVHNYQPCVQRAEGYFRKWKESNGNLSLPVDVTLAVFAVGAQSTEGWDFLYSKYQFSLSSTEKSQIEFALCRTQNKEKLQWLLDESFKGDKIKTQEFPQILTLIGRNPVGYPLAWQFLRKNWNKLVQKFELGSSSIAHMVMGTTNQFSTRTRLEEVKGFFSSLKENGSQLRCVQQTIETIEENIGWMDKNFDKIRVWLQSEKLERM
# Starred values were filed as active, the others as inactive; . = no result given; & = joins results of further samples; [ ] = dose if it differs, or a comment. Hits appear at their usual frequency, and some 1.4% of all compounds hit somewhere here.
1	CC(C)C(=O)N1CCN(c2ccccc2NC(=O)c2ccco2)CC1
2	C=CC[C@@H](CC(=O)N[C@H](CO)Cc1ccccc1)C(=O)N[C@@H](COC(=O)[C@H](CC=C)CC(=O)OC(C)(C)C)Cc1ccccc1
3	Cc1[nH]c2ccccc2c1C(c1ccncc1)N1CCCCC1 (configuration not stated)
4	COc1ccc(S(=O)(=O)N2CCN(C(=O)CCc3c[nH]c4ccccc34)CC2)cc1
5	Cc1cc(C)nc(SCC(=O)N/N=C/c2cc(C)n(-c3ccccc3C)c2C)n1
6	CC1CCN(CC(=O)Nc2nccs2)CC1
7	CCC(=O)N1CCC(C)(C(=O)NCc2cccc(OC)c2)C1 (configuration not stated)
8	COc1ccccc1CNc1nc(NCc2ccccc2SC)c2sccc2n1
9	O=C(NC1CCCCCCC1)C1CCCN(S(=O)(=O)c2cnc[nH]2)C1 (configuration not stated)
10	O=C(c1cc(S(=O)(=O)N2CCOCC2)ccc1Cl)N1CCC(Cc2ccccc2)CC1

screen / no.	1	2	3	4	5	6	7	8	9	10
RAD54 branch	0	-5	.	2	-2	4	9	-5	-8	13
PglD DTNB	-7	-4	.	1	2	-2	3	2	-3	-2
E-selectin induc	.	0.1	0.0	.	.	.	-0.1	-0.3	.	0.3
PGC1a acetyl inh	.	.	-7	.	-1	-5	.	.	1	5
Cneo AK release	1	0	.	0	1	-2	0	-1	-2	0
miR122 inh	4	.	.	.	-5	-4	-3	-15	-1	-7
RAD52 anneal inh	-9	-9	9	-2	.	-2	-11	-12	-15	-15
ERAP1 HTS inh	-3	-3	3	-3	.	-2	0	1	.	2

11	Cc1noc(C)c1NC(=O)Nc1ccc2c(c1)C(=O)N([C@@H](C)CO)C[C@H](C)[C@@H](CN(C)C)O2
12	COc1ccc(S(=O)(=O)N2CCOC2CNC(=O)C(=O)NCc2ccccn2)cc1 (configuration not stated)
13	N#CCCN1C(=O)C2(OCCO2)c2ccccc21
14	CCOC(=O)[C@@H]1[C@H]2COc3cc(OC)ccc3[C@@H]2N2C(=O)N(c3cccc(F)c3)C(=O)[C@@]12C
15	CN(CC(=O)NCC(c1ccco1)N1CCCCC1)S(=O)(=O)c1ccc(Cl)cc1 (configuration not stated)
16	COc1ccc(-c2cc(C(=O)N3CCCC3)c3ccccc3n2)cc1
17	CCCNC(=O)c1cnc(-c2ccccc2)nc1-c1ccccc1
18	CO[C@@H]1CN(C)C(=O)c2ccc(NC(C)=O)cc2OC[C@@H](C)N(Cc2cc(F)ccc2F)C[C@@H]1C
19	CC(C)NC(=O)N(C)C[C@H]1Oc2ccc(NC(=O)Cn3cnnn3)cc2CC(=O)N([C@H](C)CO)C[C@H]1C
20	CCOc1ccc(CCNC(=O)C2CCN(c3nnc(-n4cccc4)s3)CC2)cc1OCC

screen / no.	11	12	13	14	15	16	17	18	19	20
RAD54 branch	-1	7	-6	-5	-3	-1	-16	7	1	2
PglD DTNB	8	5	-9	0	2	-1	10	3	1	0
E-selectin induc	.	-0.7	-0.1	0.2	0.0	.	9.5	-0.1	-7.4	.
PGC1a acetyl inh	2	2	-2	.	.	-2	0	8	5	-23
Cneo AK release	-3	0	8	-1	-1	-4	-1	-6	-4	1
miR122 inh	-5[16.7 µM]	-3	-1	.	-15	22	-5	7[16.7 µM]	9[16.7 µM]	4
RAD52 anneal inh	11	-15	4	-11	-29	-8	-16	10	-2	.
ERAP1 HTS inh	-1	-2	4	.	2	0	2	-2	-2	.

21	O=C(Cn1cnc2ccccc2c1=O)NCCCN1CCCC1=O
22	C[C@@H]1CN([C@@H](C)CO)C(=O)c2cc(/C=C/c3ccccc3)cnc2O[C@@H]1CN(C)C(=O)c1cccc(F)c1
23	Cc1cccc(N/N=C/c2ccccc2O)c1
24	CC12CC(c3ccccc3O1)N(C(=O)c1ccco1)C(=S)N2c1ccccc1 (configuration not stated)
25	C[C@@H]1CN([C@H](C)CO)C(=O)CCCn2nncc2CO[C@@H]1CN(C)C(=O)c1ccc(N2CCN(C)CC2)cc1
26	CCN(CC)C(=O)c1cccc(-c2csc(C(C)(O)c3ccncc3)n2)c1 (configuration not stated)
27	O=C(N/N=C/c1cccc(O)c1)NC1CCCCC1
28	COc1ccc2[nH]c3c(=O)n(Cc4ccc(C(=O)NCC5CCCO5)cc4)c(=S)[nH]c3c2c1 (configuration not stated)
29	O=C(C[C@H]1CC[C@@H]2[C@H](COC[C@H](O)CN2S(=O)(=O)c2ccccc2Cl)O1)NCc1ccccc1Cl
30	COc1ccc(NS(=O)(=O)c2ccc3oc(Nc4ccc5c(c4)OCCO5)nc3c2)cc1

screen / no.	21	22	23	24	25	26	27	28	29	30
RAD54 branch	-8	3	2	-1	8&0&5	-15	.	-10	-7	7
PglD DTNB	-2	-4	-7	1	4&-1&3	1	.	2	2	-5
E-selectin induc	.	0.0	2.1	.	0.1&0.3	-0.1	-0.2	-0.3	0.1	.
PGC1a acetyl inh	-4	14	.	6	0&-1	-1	4	.	8	-6
Cneo AK release	-2	-2	-2	14	-1&-1&-10	1	.	0	1	-1
miR122 inh	6	-1[16.7 µM]	-13	14	1	3	.	.	6[16.7 µM]	36
RAD52 anneal inh	4	13	-21	.	-2&4&3	6	-7	6	0	.
ERAP1 HTS inh	-1	-2	-4	.	2&0&-2	7	-5	-4	-2	.

31	Cc1cc(C(=O)COC(=O)c2ccccc2Br)c(C)n1CC1CCCO1 (configuration not stated)
32	Cc1ccc2nc(Cn3cc(C(F)(F)F)cc(Cl)c3=O)cc(=O)n2c1
33	CC(C)(C)NC(=O)NC(=O)CSc1nnc(-c2ccccc2F)n1N
34	O=C(C1CC(=O)N(C2CCCC2)C1)N1CCN(c2ccc(F)cc2)CC1 (configuration not stated)
35	O=C(O)CC(CC(=O)NCC(O)c1ccccc1)c1ccccc1 (configuration not stated)
36	CC(C)CC1NC(=O)N(CC(=O)N2c3ccccc3NC(=O)C2(C)C)C1=O (configuration not stated)
37	CCCC#Cc1ccc2c(c1)O[C@H](CN(C)S(=O)(=O)c1cccc(F)c1)[C@@H](C)CN([C@@H](C)CO)S2(=O)=O
38	Cc1ccc(-c2cc(C(F)(F)F)n3ncc(C(=O)NCc4ccco4)c3n2)cc1
39	CCc1ccc(OCC(=O)NCCOc2ccccc2)cc1
40	Cc1noc(C)c1NC(=O)Nc1ccc2c(c1)CC(=O)N([C@H](C)CO)C[C@@H](C)[C@@H](CN(C)S(C)(=O)=O)O2

screen / no.	31	32	33	34	35	36	37	38	39	40
RAD54 branch	3	-10	1	7	1	-10	-5	-7	-8	5
PglD DTNB	3	2	3	3	-2	-4	4	-7	3	0
E-selectin induc	-3.8	3.8	.	1.4	0.7	-0.4	-0.1	.	.	-3.8
PGC1a acetyl inh	4	-2	3	7	7	-4	-17	-5	6	-2
Cneo AK release	-4	0	-1	7	1	0	45	4	0	43
miR122 inh	1	-6	0	-2	-2	-6	68[16.7 µM]	-2	-4	3[16.7 µM]
RAD52 anneal inh	-19	-22	.	-11	-1	-8	0	.	.	.
ERAP1 HTS inh	0	2	.	1	0	3	-4	.	.	.

41	C[C@H]1CN([C@@H](C)CO)C(=O)Cc2cc(NC(=O)Nc3ccc4c(c3)OCO4)ccc2O[C@@H]1CN(C)S(=O)(=O)c1ccccc1
42	Cn1c2ccccc2c2nnc(SCc3ccc4nonc4c3)nc21
43	COc1cccc(C(C)(O)c2nc(-c3ccc(OC)c(OC)c3)cs2)c1 (configuration not stated)
44	Cc1cc(C)c(NS(=O)(=O)c2ccc(Cl)c(C(=O)O)c2)c(C)c1
45	COc1ccccc1C1=NOC(C(=O)N2CCN(C(=O)c3ccco3)CC2)C1 (configuration not stated)
46	COc1ccc(-c2nn(-c3ccccc3)cc2C(=O)N(C)C)cc1
47	CO[C@H]1CN(C)C(=O)c2cc(NC(=O)Nc3c(C)noc3C)ccc2OC[C@H](C)NC[C@@H]1C
48	N#Cc1c(N)nc(SCC(=O)NC2CCCCC2)c(C#N)c1-c1ccc(Cl)cc1
49	O=c1[nH]c(C(F)(F)F)nc2ccc3ccccc3c12
50	C[C@@H]1CN([C@H](C)CO)C(=O)Cc2cc(NC(=O)NC3CCCCC3)ccc2O[C@@H]1CN(C)S(=O)(=O)c1cccs1

screen / no.	41	42	43	44	45	46	47	48	49	50
RAD54 branch	.	4	-12	-14	1	7	-3	-5	.	-2
PglD DTNB	.	-4	1	3	-1	2	1	0	.	2
E-selectin induc	0.1	.	-0.1	.	-0.1	.	0.0	.	-0.2	0.3
PGC1a acetyl inh	-10	3	-8	15	3	9	4	6	.	-6
Cneo AK release	.	1	-3	2	-3	3	1	-6	.	52
miR122 inh	-1[16.7 µM]	10	-4	-7	0	1	-4[16.7 µM]	0	-3	9[16.7 µM]
RAD52 anneal inh	4	-9	-16	-13	-5	-2	-5	.	-13	-11
ERAP1 HTS inh	1	-3	-1	14	0	0	1	.	0	3

# In the list so far, these have a Cl atom:
10	O=C(c1cc(S(=O)(=O)N2CCOCC2)ccc1Cl)N1CCC(Cc2ccccc2)CC1
15	CN(CC(=O)NCC(c1ccco1)N1CCCCC1)S(=O)(=O)c1ccc(Cl)cc1 (configuration not stated)
29	O=C(C[C@H]1CC[C@@H]2[C@H](COC[C@H](O)CN2S(=O)(=O)c2ccccc2Cl)O1)NCc1ccccc1Cl
32	Cc1ccc2nc(Cn3cc(C(F)(F)F)cc(Cl)c3=O)cc(=O)n2c1
44	Cc1cc(C)c(NS(=O)(=O)c2ccc(Cl)c(C(=O)O)c2)c(C)c1
48	N#Cc1c(N)nc(SCC(=O)NC2CCCCC2)c(C#N)c1-c1ccc(Cl)cc1

screen / no.	10	15	29	32	44	48
RAD54 branch	13	-3	-7	-10	-14	-5
PglD DTNB	-2	2	2	2	3	0
E-selectin induc	0.3	0.0	0.1	3.8	.	.
PGC1a acetyl inh	5	.	8	-2	15	6
Cneo AK release	0	-1	1	0	2	-6
miR122 inh	-7	-15	6[16.7 µM]	-6	-7	0
RAD52 anneal inh	-15	-29	0	-22	-13	.
ERAP1 HTS inh	2	2	-2	2	14	.

# Bioassay records from PubChem.
